A340 absorber: compound absorbs light at 340 nm. 65,000 tested, under 10 active. fold change at 10 µM. compound absorbance at 340 nm, fold over control;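 active = at 10 µM dose, initial 340 nm absorbance at least 2 fold that of control wells; inactive = change under 2 fold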;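 note: initial absorbance extrapolated from kinetic A340 decline of NADH oxidation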
TNAP act DEA: activators of human TNAP at intermediate phosphate acceptor. AID 813. 64,000 tested, under 10 active. P05186. purified TNAP, CDP-star luminescence, 100 mM DEA, 30 min; hits give high values; scale: 0 levamisole-inhibited, 1 vehicle-only enzyme. activation factor at 20 µM;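 active = activation factor of at least 2 at 20 µM, relative to controls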
Target sequence (P05186 whole entry, looked up): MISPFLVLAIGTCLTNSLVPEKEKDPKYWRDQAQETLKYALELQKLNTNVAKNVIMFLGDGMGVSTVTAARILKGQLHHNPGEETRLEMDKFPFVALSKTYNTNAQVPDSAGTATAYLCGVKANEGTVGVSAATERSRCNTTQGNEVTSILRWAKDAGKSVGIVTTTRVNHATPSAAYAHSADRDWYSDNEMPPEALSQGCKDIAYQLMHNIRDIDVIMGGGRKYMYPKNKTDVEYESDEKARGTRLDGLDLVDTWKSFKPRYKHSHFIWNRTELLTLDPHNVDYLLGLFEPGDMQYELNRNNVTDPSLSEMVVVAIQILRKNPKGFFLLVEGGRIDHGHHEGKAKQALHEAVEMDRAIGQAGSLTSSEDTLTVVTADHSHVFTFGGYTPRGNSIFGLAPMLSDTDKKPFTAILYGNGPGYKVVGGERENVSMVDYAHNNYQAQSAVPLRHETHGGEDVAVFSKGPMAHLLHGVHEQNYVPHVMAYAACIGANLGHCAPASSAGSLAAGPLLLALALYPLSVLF
RORA act: RORA (human) activation; CHO-K1 Gal4-RORA LBD luciferase reporter, luminescence; percent increase over mock-subtracted basal signal; actives 1.5% (n = 65,000); activation, % at 10 µM; AID 560; P35398;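 active = activation above the mean of all tested compounds plus 3 SD, cut at about 49% in these data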;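 note: 0% = DMSO-treated RORA cells and 100% = added signal equal to DMSO minus mock-transfected cells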
NADH coupling: blocks coupling enzymes of NAD/NADH assays; AID 774; coupled PK/LDH NADH assays, four targets; IC50, µM (top dose mostly 10 µM), for the others: at the top dose inhibition; actives 0.02% (n = 65,000);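 active = single-dose screening hits from any of four coupled enzyme assays that gave an IC50 when retested across doses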;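 note: the DPM-DC format reads NADH fluorescence rather than 340 nm absorbance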
SF1 activator: SF-1 (human) activation. Q13285. CHO-K1 Gal4-SF-1 LBD luciferase reporter; % increase over DMSO SF-1-specific signal. activation, % at 10 µM. actives 1.9% (n = 65,000);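 active = activation above the mean activation of all tested compounds plus 3 SD, cut at about 50% in these data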
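Test system: CHO-K1 cells co-transfected with Gal4 DBD–human SF-1 LBD, 5xGal4 luciferase reporter. Quantity: 4,000 cells per well. Compound: 10 µM only. Incubation: compound added 1 h post-seeding, 20 h exposure at 37 °C, 5% CO2. Detection: SteadyLite luciferase luminescence. Replication: one test per compound.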
Fluor 339 460: intrinsic fluorescence of library compounds, ex339/em460 – biochemical, MLSMR library, data from DPM-DC assay, artefact control, profiling panel. compound autofluorescence, ex339/em460 nm, NADH buffer; hits give high values; 1 = no-compound wells, NADH background. actives 5.5% (n = 65,000). AID 709. fluorescence fold increase at 10 µM;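 active = at 10 µM, mean starting fluorescence two-fold or more over control wells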;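 note: signal is the first read of a kinetic run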
5HT1a ag: agonists of human 5-HT1a serotonin receptor; P08908; CHO 5-HT1a Ga15 NFAT-bla reporter, FRET ratio; 0% basal, 100% maximal reference agonist; activation, % at 10 µM; actives 0.56% (n = 65,000);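 active = activation above the screen-wide mean activation plus 3 SD, cut at about 19% in these data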;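 note: 0% = DMSO wells and 100% = 5-CT at EC100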
Target sequence (P08908 whole entry, looked up): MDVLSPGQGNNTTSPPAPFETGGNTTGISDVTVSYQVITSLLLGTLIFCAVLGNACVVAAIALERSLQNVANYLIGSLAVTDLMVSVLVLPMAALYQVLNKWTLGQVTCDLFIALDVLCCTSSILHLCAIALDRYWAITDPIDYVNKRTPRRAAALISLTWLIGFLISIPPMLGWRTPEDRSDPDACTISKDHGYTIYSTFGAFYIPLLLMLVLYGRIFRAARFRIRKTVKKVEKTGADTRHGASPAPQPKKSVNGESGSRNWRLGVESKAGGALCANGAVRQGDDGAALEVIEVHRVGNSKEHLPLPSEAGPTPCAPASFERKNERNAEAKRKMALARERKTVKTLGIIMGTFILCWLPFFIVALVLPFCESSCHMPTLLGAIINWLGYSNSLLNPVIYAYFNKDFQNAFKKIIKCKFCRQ
5-HT1A blocker: antagonists of human 5-HT1a serotonin receptor; P08908; CHO 5-HT1a Ga15 NFAT-bla reporter, antagonist mode; inhibition, % at 10 µM; actives 0.68% (n = 62,000); AID 612;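 active = inhibition above the mean of all tested compounds plus 3 SD, cut at about 43% in these data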;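 note: receptor stimulated by 5-CT agonist at 100 nM near EC80; beta-lactamase reporter measured by ratiometric fluorescence of a cleavable substrate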
MMP-13 inhibitor: MMP13 (human) collagenase inhibition; MMP-13 fTHP FRET cleavage, Mca fluorescence; P45452; actives 0.07% (n = 65,000); AID 570; inhibition, % at 4 µM;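 active = inhibition above the mean of compound-free control plate wells plus 3 SD, cut at about 14% in these data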;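 note: 0% = DMSO wells and 100% = wells with reference MMP-13 inhibitor after basal subtraction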
Starred values were filed as active, the others as inactive; i = inactive; nt = not tested or not shown; [ ] = dose if it differs, or a comment.

SMILES | A340 absorber | TNAP act DEA | RORA act | NADH coupling | SF1 activator | Fluor 339 460 | 5HT1a ag | 5-HT1A blocker | MMP-13 inhibitor
CCCCn1nnc(NC(=O)c2ccc(-c3ccccc3)cc2)n1 | 1.1 | 0.9 | -11 | 3% | 7 | 1.1 | -1.6 | 5 | 0
CCOc1ccc(S(=O)(=O)Nc2cccnc2)cc1 | 1 | 1 | 12 | 2% | 8 | 1.1 | -0.8 | 10 | 7
CC(=O)Nc1nc2c(c3c1c(=O)oc1ccccc13)CCCCC2 | 1 | 1 | -10 | 3% | -2 | 1.2 | 0.2 | -8 | -9
Cc1ccc(-c2nnn(CC(=O)N(Cc3ccco3)C(C(=O)NC(C)(C)C)c3cccs3)n2)o1 (configuration not stated) | 0.98 | 0.9 | -2 | 1% | -14 | 1.1 | 1.5 | 0 | 0
CN1CCN(Cc2ccc(OCc3ccccc3)cc2)CC1 | 1 | 0.9 | 22 | 4% | 17 | 1 | -0.8 | 2 | 3
N#CCCn1cc(C(CC(=O)c2ccc(Br)cc2)C(=O)O)c2ccccc21 (configuration not stated) | 1.1 | 1 | -8 | 1% | 10 | 1.1 | -1.7 | 2 | 2
CN(C)/C=c1\sc2c(C#N)cc(C(=O)c3ccc(Br)cc3)n2c1=O | 1 | 0.9 | 22 | 1% | 5 | 1 | -1.1 | -7 | 10
COc1ccccc1N(C(=O)c1snc(C(N)=O)c1N)C(C(=O)NC1CCCC1)c1ccco1 (configuration not stated) | 1 | 1 | -18 | 15% | -7 | 2.9* | 0.0 | 37 | -20
O=C(NCC1CCCO1)C1C2C=CC3(CN(Cc4cccs4)C(=O)C13)O2 (configuration not stated) | 1 | 0.9 | 13 | 4% | 3 | 1.2 | -1.4 | 7 | -3
COC(=O)c1cccc(CSc2nnc(C)s2)c1 | 0.97 | 0.9 | 35 | 1% | 14 | 1.1 | -0.1 | 5 | 2
Cc1cc(C)cc(NC(=O)Cn2ncn3c(cc4ccccc43)c2=O)c1 | 1 | 0.9 | -12 | 6% | -7 | 1.3 | -0.5 | 13 | -6
COc1ccc(C)cc1NC(=O)CN(c1ccc(F)cc1)S(C)(=O)=O | 1 | 0.9 | -19 | 6% | -9 | 1.1 | 1.5 | -3 | 6
CC(C)CCNC(=O)COc1ccc2c3c(c(=O)oc2c1)CCC3 | 1.1 | 0.9 | -15 | 15% | -17 | 3.1* | -2.4 | -3 | -43
C[N+](C)(C)CCOP(=O)([O-])OC[C@H](O)CO | 0.99 | 1 | 5 | 2% | -8 | 0.99 | -0.9 | nt | -5
O=C(NCc1ccncc1)c1cnccn1 | 1 | 1 | -4 | 3% | 4 | 1.2 | -0.4 | 2 | -3
CCOc1ccc(CNc2ccc3c(c2)ncn3C)cc1 | 0.99 | 0.8 | 8 | 5% | 21 | 1.3 | 0.2 | -10 | -10
CCOC(=O)N1CCN(C(=O)CC(=O)Nc2ccc3nc4n(c(=O)c3c2)CCCCC4)CC1 | 1 | 0.9 | -18 | 5% | -14 | 1.1 | -2.2 | -13 | 1
CC(=O)c1c(Nc2ccc3c(c2)OCCO3)oc(C)cc1=O | 1.1 | 0.9 | -12 | 1% | 8 | 1.1 | -2.0 | 7 | 3
CCOC(=O)C1CCCN(C(=O)C2CCC(CNS(=O)(=O)c3ccc(NC(C)=O)cc3)CC2)C1 (configuration not stated) | 1 | 1 | 11 | 5% | 26 | 1.1 | -1.1 | -1 | 2
[N-]=[N+]=CC(=O)c1ccnc(C(=O)C=[N+]=[N-])c1 | 1.1 | 0.9 | -27 | 2% | 3 | 1.1 | 0.3 | nt | -2
CCC1S/C(=C(\C#N)C(N)=O)N(c2ccc(F)cc2)C1=O (configuration not stated) | 1 | 0.9 | -11 | 7% | -3 | 1.1 | 1.9 | 0 | 7
COC(=O)c1cc(=O)nc2sccn12 | 1.1 | 0.9 | 5 | 24% | 7 | 1.7 | -2.3 | -4 | -4
CCOC(=O)c1c(/N=C/N(C)C)sc(C(=O)OC)c1C | 1.2 | 1 | 12 | 2% | 6 | 1 | -3.3 | 3 | 2
Cc1ccc(S(=O)(=O)N(C)CCCC(=O)Nc2ccccn2)cc1 | 1 | nt | 6 | 2% | -14 | 1 | 0.0 | -6 | -3
CN(C)/C=N/c1c(C#N)cnn1-c1nc2ccccc2s1 | 1.1 | 1 | 1 | 2% | 5 | 1.1 | -1.0 | -4 | 4

Among those listed so far, these have an aryl methoxy group.
SMILES | A340 absorber | TNAP act DEA | RORA act | NADH coupling | SF1 activator | Fluor 339 460 | 5HT1a ag | 5-HT1A blocker | MMP-13 inhibitor
COc1ccccc1N(C(=O)c1snc(C(N)=O)c1N)C(C(=O)NC1CCCC1)c1ccco1 (configuration not stated) | 1 | 1 | -18 | 15% | -7 | 2.9* | 0.0 | 37 | -20
COc1ccc(C)cc1NC(=O)CN(c1ccc(F)cc1)S(C)(=O)=O | 1 | 0.9 | -19 | 6% | -9 | 1.1 | 1.5 | -3 | 6

The main list resumes; the 4 compounds before the break are reprinted first.
SMILES | A340 absorber | TNAP act DEA | RORA act | NADH coupling | SF1 activator | Fluor 339 460 | 5HT1a ag | 5-HT1A blocker | MMP-13 inhibitor
COC(=O)c1cc(=O)nc2sccn12 | 1.1 | 0.9 | 5 | 24% | 7 | 1.7 | -2.3 | -4 | -4
CCOC(=O)c1c(/N=C/N(C)C)sc(C(=O)OC)c1C | 1.2 | 1 | 12 | 2% | 6 | 1 | -3.3 | 3 | 2
Cc1ccc(S(=O)(=O)N(C)CCCC(=O)Nc2ccccn2)cc1 | 1 | nt | 6 | 2% | -14 | 1 | 0.0 | -6 | -3
CN(C)/C=N/c1c(C#N)cnn1-c1nc2ccccc2s1 | 1.1 | 1 | 1 | 2% | 5 | 1.1 | -1.0 | -4 | 4
O=C1c2ccccc2C(=O)N1CCCc1nc2ccccc2c(=O)n1Cc1ccco1 | 1 | 1.1 | 0 | 8% | -19 | 1 | 1.4 | -2 | 3
COc1ccc(C)cc1C(=O)CCC(=O)Nc1ccccc1N1CCOCC1 | 0.98 | 0.8 | -24 | 2% | -34 | 1.1 | -3.2 | 41 | 1
O=C(CSc1nnc(-c2ccco2)o1)N1c2ccccc2CCc2ccccc21 | 1 | 0.9 | -16 | 10% | 0 | 1 | -3.6 | 8 | 5
O=c1[nH]c(CSc2nnc(NCCCN3CCOCC3)s2)nc2cc(Cl)ccc12 | 0.99 | 0.9 | 22 | 8% | -10 | 1 | -1.2 | 7 | -3
CC1=CC(C)C2C(=O)N(CCC[N+](C)(C)C)C(=O)C2C1 (configuration not stated) | 1 | 1 | -14 | 5% | -18 | 1.1 | -0.2 | -5 | 1
CCCC(=O)Nc1nn(C)c2nc3c(C)cccc3cc12 | 1.1 | 0.9 | -2 | 3% | -7 | 1.7 | 2.3 | 14 | -9
Cc1ccc(SCc2cc(=O)[nH]c(N3CCCCC3)n2)cc1 | 1.1 | 0.9 | -8 | 5% | 16 | 1.1 | -2.0 | 3 | 1
CC1CCCN(c2nc3c(c(=O)[nH]c(=O)n3C)n2CCSc2ncccn2)C1 (configuration not stated) | 1.1 | 1 | 7 | 7% | -13 | 1 | -0.3 | 3 | 0
Cc1ccc(OCc2nnc(SCC(=O)Nc3cc(C)on3)n2C)cc1 | 0.96 | 0.9 | -16 | 9% | 9 | 1.1 | -3.8 | -6 | 4
O=C(/C=C/Nc1ccccc1Br)c1ccccn1 | 1.1 | 0.9 | nt | 2% | nt | 1.1 | nt | nt | nt
CCN1CCN(c2ncnc3c2oc2nc(C)c4c(c23)CC(C)(C)OC4)CC1 | 0.99 | 0.8 | 2 | 3% | 3 | 1.2 | 0.9 | -11 | -16
Cc1cc(NC(=O)COC(=O)C(Nc2ccc(C(F)(F)F)cc2Cl)C(C)C)no1 (configuration not stated) | 0.99 | 0.9 | -3 | 5% | 4 | 1.1 | -2.4 | 8 | 7
Cn1c(=O)oc2cc(S(=O)(=O)N3CCCC(C(=O)Nc4ccc5c(c4)OCCO5)C3)ccc21 (configuration not stated) | 1 | 0.9 | 16 | 2% | 1 | 1.1 | -3.7 | -8 | -1
COc1ccc(N2C(=O)C3CCCN3C2c2ccccc2)cc1 (configuration not stated) | 1.1 | 1 | -10 | 5% | 17 | 1.1 | -1.3 | 7 | -6
CC1CCCN(C(=O)Nc2cccc(NC(=O)N3CCCC(C)C3C)c2)C1C (configuration not stated) | 1 | 0.9 | -5 | 4% | -9 | 1.2 | -4.1 | 0 | -11
Cc1c(NS(=O)(=O)c2ccc3c(c2)CCN3C(=O)C2CC2)c(=O)n(-c2ccccc2)n1C | 1 | 0.9 | 4 | 2% | 7 | 1.1 | -1.9 | -2 | 5
COCCn1c(SCC(=O)c2cccc(OC)c2)nnc1-c1ccco1 | 1 | 0.9 | 1 | 9% | 8 | 1.1 | -3.5 | 6 | 1
Oc1ccccc1OCc1nc2ccccc2s1 | 1 | 0.9 | -2 | 1% | 28 | 1.1 | -3.6 | 25 | 2
CCCCn1cnc2cc(NCc3ccncc3)ccc21 | 1.1 | 0.9 | 14 | 2% | 8 | 1.2 | -2.5 | -3 | 1
CCOC(=O)c1ccccc1NS(=O)(=O)c1ccccc1 | 1 | 0.9 | -14 | 0% | -26 | 1.1 | 1.0 | -10 | -2
Cc1onc(-c2c(F)cccc2Cl)c1C(=O)Nc1cccc2nsnc12 | 1 | 0.9 | -20 | 7% | -1 | 3* | 8.9 | -6 | -28
CCn1nc(C(=O)NCCc2ccc(S(N)(=O)=O)cc2)c2ccccc2c1=O | 1 | 0.9 | -7 | 6% | -6 | 1.1 | -2.6 | -10 | -3
CCCCC(CC)Cn1c2nc3ccccc3nc2c2c(=N)oc(C)nc21 (configuration not stated) | 1.1 | 0.8 | 6 | 8%[fluoresces] | -1 | 2.4* | 2.9 | -8 | -3
Cc1cc(NC(=O)CSc2cn(CCNC(=O)c3ccc(F)cc3)c3ccccc23)no1 | 0.99 | 1 | -26 | 3% | 3 | 1.1 | -3.1 | 17 | 2
O=C(c1ccc2nc(-c3ccco3)c(-c3ccco3)nc2c1)N1CCN(c2ccccc2)CC1 | 1.1 | 0.9 | 7 | 4% | -9 | 1.5 | 3.1 | 11 | -2
SMILES | A340 absorber | TNAP act DEA | RORA act | NADH coupling | SF1 activator | Fluor 339 460 | 5HT1a ag | 5-HT1A blocker | MMP-13 inhibitor
O=C(c1ccccc1)n1ccc2ccccc21 | 1 | 1 | 39 | 2% | -6 | 1.1 | -2.7 | 1 | -5
CC(=O)/C=C(\C)Nc1ccc(-c2cnc(-c3ccccc3)o2)cc1 | 1.2 | 0.8 | 88* | 9%[fluoresces] | 57* | 2.2* | 1.7 | 14 | i[fluorescence artefact?]
Cc1cc(S(=O)(=O)N2CCN(c3ccccc3C)CC2)ccc1F | 0.98 | 0.8 | -20 | 4% | -9 | 1 | -2.2 | 7 | 0
Cc1cccc(NC(=O)c2sc3nc(-c4ccc(F)cc4)cn3c2C)n1 | 1.1 | 0.9 | 10 | 11%[fluoresces] | 10 | 4.5* | -1.1 | -2 | -3
COc1ccc(-n2c(SCC(=O)NCc3cccs3)nnc2-c2ccoc2C)cc1 | 0.96 | 0.9 | 0 | 8% | 11 | 1.1 | 0.4 | 12 | 3
Cc1ccc2[nH]c(=O)c(-c3noc(-c4ccncc4)n3)cc2c1 | 1 | 0.9 | 5 | 3% | 14 | 1.2 | -1.1 | 9 | 0
